High-throughput results (PubChem BioAssay)
EBI2 antag – antagonists of human EBI2 receptor; inhibition, % at 5 µM; P32249; EBI2 beta-arrestin recruitment, luminescence, 7a,25-OHC stimulated; 360,000 compounds, 0.81% hits; in the data active = inhibition above about 38%;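 also: enzyme fragment complementation signal reports receptor beta-arrestin coupling in cells; 0% = agonist plus DMSO wells and 100% = wells without agonist; some results beyond the cut were filed as inactive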
Target sequence (P32249 whole entry, looked up, the tested form may be a part): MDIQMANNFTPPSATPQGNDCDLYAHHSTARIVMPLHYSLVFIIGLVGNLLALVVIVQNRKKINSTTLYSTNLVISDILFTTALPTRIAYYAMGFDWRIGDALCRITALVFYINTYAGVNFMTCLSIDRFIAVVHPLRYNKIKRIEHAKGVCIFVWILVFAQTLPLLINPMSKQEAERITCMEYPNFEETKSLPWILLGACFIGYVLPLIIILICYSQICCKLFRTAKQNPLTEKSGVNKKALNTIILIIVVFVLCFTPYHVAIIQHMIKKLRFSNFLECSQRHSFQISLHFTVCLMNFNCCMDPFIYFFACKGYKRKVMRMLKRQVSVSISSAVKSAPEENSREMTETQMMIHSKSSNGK
Gli-Sufu antag – blocks Gli-Sufu signaling in a luciferase reporter; Sufu-KO-LIGHT fibroblasts, Gli luciferase reporter luminescence; inhibition, % at 5 µM; 340,000 compounds, 0.74% hits; AID 588413;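 active = inhibition above about 55%, limit read from the data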;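 also: 0% = DMSO-treated cells and 100% = wells with medium but no cells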
APJ antag – antagonists of human APJ apelin receptor; CHO-K1 APJ beta-arrestin complementation, luminescence; inhibition, % at 20 µM; 330,000 compounds, 0.32% hits; AID 2521;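 active = inhibition above about 40% at 20 µM, limit read from the data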;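 also: cells challenged with 10 nM apelin-13 agonist together with compound; plate controls were apelin-13 plus DMSO wells for no effect and DMSO wells lacking apelin-13 for full effect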
ATG4B inhibitor – ATG4B (human) cysteine protease inhibition | ATG4B cleavage of LC3-PLA2, NBD-HPC fluorescence, 1 h | inhibition, % at 8.33 µM | 340,000 compounds, 0.51% hits | AID 504462; in the data active = inhibition above about 40%
UBC13 polyUb – human UBC13 polyubiquitination inhibition. P61088. UBC13 polyubiquitin chain formation, TR-FRET. inhibition, % at 20 µM. 330,000 compounds, 0.47% hits. AID 485273; in the data active = inhibition above about 45%, passing the limit was not always enough
Target sequence (P61088 whole entry, looked up): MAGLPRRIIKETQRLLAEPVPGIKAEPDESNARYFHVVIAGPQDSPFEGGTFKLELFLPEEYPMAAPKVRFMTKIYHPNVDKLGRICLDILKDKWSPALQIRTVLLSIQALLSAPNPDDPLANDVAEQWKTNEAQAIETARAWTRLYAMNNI
CCR6 antagonist – blocks CCL20-driven beta-arrestin recruitment at human CCR6; inhibition, % at 20 µM; CHO-K1 CCR6 PathHunter beta-arrestin, luminescence, CCL20-stimulated; 340,000 compounds, 0.49% hits; AID 493098; P51684;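 active = compounds whose inhibition of the agonist-driven luminescence signal at 20 µM reaches about 50%, limit read from the data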;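 also: cells stimulated with CCL20 at 14 nM final; plate controls were DMSO with CCL20 for no effect and DMSO without agonist for full effect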
CXCR6 block – CXCR6 (human) receptor inhibition; O00574; CHO-K1 PathHunter CXCR6 beta-arrestin, luminescence; inhibition, % at 20 µM; 360,000 compounds, 0.36% hits; AID 602244; in the data active = inhibition above about 34%, passing the limit was not always enough;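 also: antagonist mode with CXCL16 agonist at 10 nM final; 0% = 10 nM CXCL16 with DMSO and 100% = unstimulated wells without agonist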
Target sequence (O00574 whole entry, looked up): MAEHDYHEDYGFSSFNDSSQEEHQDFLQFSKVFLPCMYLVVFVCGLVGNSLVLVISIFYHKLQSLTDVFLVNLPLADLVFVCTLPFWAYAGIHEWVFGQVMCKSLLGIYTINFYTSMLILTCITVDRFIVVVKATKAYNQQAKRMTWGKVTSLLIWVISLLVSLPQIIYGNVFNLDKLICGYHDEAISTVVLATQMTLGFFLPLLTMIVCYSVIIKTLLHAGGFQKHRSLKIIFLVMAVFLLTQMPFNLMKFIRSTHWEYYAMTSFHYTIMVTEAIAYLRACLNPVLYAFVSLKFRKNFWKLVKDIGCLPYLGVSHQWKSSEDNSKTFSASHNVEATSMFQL
APJ agonist – APJ receptor agonism | AID 2520 | 330,000 compounds, 0.11% hits | activation, % at 20 µM | P35414 | CHO-K1 APJ PathHunter beta-arrestin, luminescence; 0% DMSO wells, 100% apelin;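 active = activation more than six SD over the plate average, tested at 20 µM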;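 also: 0% = DMSO alone and 100% = apelin-13 at 10 nM; some results filed as inactive read as strong as hits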
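Assay system: CHO-K1 APJ beta-arrestin complementation cell line / Compound: single test compound dose, 20 µM final, 1% DMSO / Times: overnight seeding, 90 min compound at 25 °C, 1 h detection / Technique: beta-gal luminescence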
* hit, by the source's call; x = not tested or not shown. Not a hit list. About 3% of those tested had a hit in this group.

SMILES	EBI2 antag	Gli-Sufu antag	APJ antag	ATG4B inhibitor	UBC13 polyUb	CCR6 antagonist	CXCR6 block	APJ agonist
O=C(NCC1(O)CCCCC1)C1CCC(=O)N(Cc2cccc(C(F)(F)F)c2)C1 (stereo not drawn)	-4	-1	12	5	2	9	-20	1
O=C(CCc1ccccc1)NNC(=O)COc1ccccc1Cl	5	-11	-1	-12	-5	-1	-1	0
CCCCN(C(=O)CSc1n[nH]c(-c2ccc(C)cc2)n1)c1c(N)n(CCCC)c(=O)[nH]c1=O	6	3	1	-3	4	2	5	-4
COc1ccccc1Cn1cnc2cccnc21	-4	-8	3	-7	-6	8	2	-1
O/N=C/c1ccccc1OCc1ccccc1F	-3	-3	-3	4	7	10	-4	0
Nc1nc2sc3c(c2cc1C(=O)NCC(=O)O)CCCC3	-8	8	1	-1	0	-3	-1	-2
CCOC(=O)c1ccc(NC(=O)c2ccc(CN3CCOCC3)cc2)cc1	-1	-14	0	-2	-1	-5	-12	2
OCCN(Cc1ccccc1)Cc1nc(CC2CC2)no1	11	-8	16	-29	-10	-6	-6	-1
CCOC(=O)C1CCN(c2nc(C)cc(C)c2C#N)CC1	3	-3	-2	-3	2	6	2	-6
CC12CCC(C(=Nc3ccc(N=C4C(=O)C5(C)CCC4C5(C)C)cc3)C1=O)C2(C)C	x	-1	8	7	-20	9	x	-3
CCN(CC)S(=O)(=O)c1ccc(N=NC2=C(O)CC(C)(C)CC2=O)cc1	13	-7	-3	-6	5	20	5	-1
CCOCC(=O)Nc1cc(C(F)(F)F)ccc1Oc1cccc(Br)c1	15	17	17	4	-4	21	4	-2
COc1ccccc1N1C(=N)S/C(=C\c2ccc(-c3ccccc3C(=O)O)o2)C1=O	4	-24	15	12	-18	15	5	1
Cc1ccc(/C=N/N2CCN(c3ccccn3)CC2)o1	-4	37	-2	-2	-2	12	-1	0
CCN(CC)c1ccc(C(=O)NNC(=O)c2ccc3c(=O)n4c(nc3c2)CCC4)cc1	-4	-7	2	-39	-10	9	-3	-2
CCN(CC)S(=O)(=O)c1ccc2c(c1)N(CC(=O)Nc1ccc(NC(C)=O)cc1)C(=O)CO2	9	18	-1	5	5	9	-7	-2
COc1cccc(Cn2nnc(C(=O)NCc3ccccc3Cl)c2N)c1	-5	-17	4	10	8	14	0	-4
O=C(CCC1CCCN(C(=O)c2ccc3cc[nH]c3c2)C1)N1CCN(c2ccccn2)CC1 (stereo not drawn)	3	12	-4	0	2	-2	-6	-2
Cc1ccc(-c2cc(C(F)F)nc(N3CCC(C)CC3)n2)cc1	11	1	6	-1	18	4	-13	4
O=C(CSc1ncnc2ccccc12)NC1CCS(=O)(=O)C1 (stereo not drawn)	-3	-24	-2	-2	4	4	8	0

Quoted at random: 3 records from the list.
SMILES	EBI2 antag	Gli-Sufu antag	APJ antag	ATG4B inhibitor	UBC13 polyUb	CCR6 antagonist	CXCR6 block	APJ agonist
CC12CCC(C(=Nc3ccc(N=C4C(=O)C5(C)CCC4C5(C)C)cc3)C1=O)C2(C)C	x	-1	8	7	-20	9	x	-3
O=C(CCc1ccccc1)NNC(=O)COc1ccccc1Cl	5	-11	-1	-12	-5	-1	-1	0
O/N=C/c1ccccc1OCc1ccccc1F	-3	-3	-3	4	7	10	-4	0

The results go on:
SMILES	EBI2 antag	Gli-Sufu antag	APJ antag	ATG4B inhibitor	UBC13 polyUb	CCR6 antagonist	CXCR6 block	APJ agonist
O=C(NCCCc1ccccc1)c1ccccc1	-6	-39	-22	6	-5	-2	5	2
Cc1cc(C)nc(N(C#N)CN2C(=O)c3ccccc3S2(=O)=O)n1	5	1	19	5	6	12	2	-1
COc1ccccc1NC(=O)c1ccc(Cl)c(S(=O)(=O)NCc2ccco2)c1	8	7	11	-9	11	15	6	-2
CCOC(=O)Cc1cc(=O)n2[nH]c(-c3ccccc3)c(-c3ccccc3)c2n1	5	2	-11	18	5	-2	0	-2
CCCCOC(=O)NC(NCC(O)c1ccccc1)(C(F)(F)F)C(F)(F)F (stereo not drawn)	-14	11	-2	0	7	14	-5	-2
COc1ccc(C2CC(=O)C3=C(C2)NC(C)=C(C#N)C3c2ccc(N(C)C)cc2)cc1 (stereo not drawn)	14	-3	16	7	1	1	5	-2
CC(=O)c1cccc(S(=O)(=O)NCCC(=O)NC2CCCCCC2)c1	1	1	0	-5	4	-3	-2	-4
COc1ccc(C(CNC(=O)c2ccc(NS(=O)(=O)c3ccc4c(c3)OCCO4)cc2)N(C)C)cc1 (stereo not drawn)	-5	13	15	11	2	13	1	1
O=C(CN(C(=O)c1csnn1)c1ccc2c(c1)OCCO2)NCc1ccc(F)cc1	-17	-15	12	0	6	-4	1	0
CNCCOc1ccccc1OC(C)C	-3	-1	-1	0	7	7	-5	-2
COc1ccccc1C(=O)Nc1ccc2c(c1)CN(Cc1cnc(C)s1)CC2	-10	3	6	3	-11	15	-3	6
O=C(O)c1cc(S(=O)(=O)Nc2cc(Cl)ccc2Oc2ccccc2)ccc1O	-5	-1	10	15	0	-1	4	-4
Cc1ccc(OCC(=O)O/N=C(\N)Cc2cccs2)cc1C	6	2	5	-6	7	-2	-2	1
O=C(CN1CCOCC1)N/N=C/c1ccc(-c2ccc(Br)cc2)o1	-1	-3	6	-6	-9	12	9	-2
Cc1nnc(NC(=O)c2ccc(S(=O)(=O)N3CCCCC3)cc2)s1	-12	-4	10	2	12	6	0	0
CCn1c(COc2cccc(C)c2)nnc1SCC(=O)Nc1cccc(C(=O)O)c1	-2	4	-16	0	1	2	-6	-4
COc1cccc(NC(=O)C/C(C)=N/NC(=O)C2CCCCC2)c1	2	-13	-9	1	4	4	5	0
CC1Oc2ccccc2N(CC(=O)N2CCCc3ccccc32)C1=O (stereo not drawn)	-9	-3	-6	6	-5	5	0	-2
O=C(CCCC1=NS(=O)(=O)c2ccccc2N1)NCCc1ccc(Cl)cc1	0	-26	21	-5	5	-7	-2	-3
CC(C)CC(=O)NC(=S)Nc1nc(-c2cccc3ccccc23)cs1	14	4	30	0	11	34	8	-3
Cc1nc2ccccc2nc1CN1CCC(CO)(CC2CCCCO2)CC1 (stereo not drawn)	1	13	9	10	0	-1	6	-4
CCC(C)(C)n1nnnc1C(c1cccc(C#N)c1)N1CCN(c2cccc(C)c2C)CC1 (stereo not drawn)	23	10	-7	2	-6	-3	12	-9
CSc1nc(O)c(C(c2ccccc2Cl)c2c(O)nc(SC)[nH]c2=O)c(=O)[nH]1	0	-6	-2	-1	1	-6	-2	2
CN(CCCC(=O)NCCc1ccccc1)S(=O)(=O)c1ccc([N+](=O)[O-])cc1	-7	6	-45	-5	-5	1	-9	1
CCNc1ccc(C(=O)OCC(=O)N2c3ccccc3NC(=O)C2(C)C)cc1[N+](=O)[O-]	7	0	15	-5	-12	13	4	-1
C/C(CC(=O)Nc1cc(C)ccn1)=N\NC(=O)C(=O)NC(C)C	5	7	14	3	8	9	2	0
CCOC(=O)C1CCCN(C(=O)c2[nH]c3ccc(OC)cc3c2C)C1 (stereo not drawn)	4	-22	-4	3	0	9	8	-1
Cc1cc(C)cc(N2CC(C)(C)C2=O)c1	1	-3	6	-2	6	12	5	-1
CCN(CC)CCNC(=O)c1ccc(NC(=O)Cc2ccc(OC)c(S(=O)(=O)N3CCOCC3)c2)cc1	-9	0	x	-33	x	4	4	x
O=C(c1cc2ccccc2[nH]1)N(Cc1cccnc1)CC1CCCN(C2CCCCC2)C1 (stereo not drawn)	-9	26	9	17	4	16	10	-8
Cc1ccccc1CNC(=O)C(=O)Nc1nccs1	5	-3	17	-8	-4	4	2	-2
O=C(/C=C/c1cc([N+](=O)[O-])ccc1OC(F)F)Nc1cccc2ccccc12	-6	-1	-11	-7	-8	7	13	2
C#CCOCCOCCOCCNc1nc(N2CCN(C(=O)C([C@@H](C)CC)n3cc(C(N)COC(=O)C(F)(F)F)nn3)CC2)nc(N2CCN(C(=O)[C@H](CCCCN)n3cc(C(N)CC(C)C)nn3)CC2)n1 (stereo partly drawn)	x	10	3	-2	108*	-5	x	-4
COc1ccccc1CNC(=O)Cn1ccsc1=N	0	-1	-31	-1	0	4	-4	0
Cc1ccc2c(c1)C=CC(C)(C)S2(=O)=O	-8	5	-9	2	-5	2	-2	4
COC(=O)c1cc(Cl)cc2c(C)c(C3(O)CCCCC3)[nH]c12	13	5	6	-2	26	-5	-2	-2
Cn1c(SCC(=O)c2ccc(F)cc2)ncc(C(=O)Nc2ccccc2)c1=O	22	0	27	-7	58*	8	7	-3
O=C(CSc1nncs1)Nc1cccc2ccccc12	-14	1	-10	2	-6	14	-3	-2
Cc1nc2c(C(=O)NCCc3ccccc3Cl)c[nH]n2c(=O)c1Cl	-1	2	-12	43*	-9	-2	-4	1
COc1ccc(CC(=O)NC2CCN(CC(=O)Nc3ccc4c(c3)OCCO4)CC2)cc1OC	-7	1	4	12	10	6	2	-3
COC(=O)C1=C(C)NC(=O)CC1c1cc2c(cc1Br)OCO2 (stereo not drawn)	1	12	38	5	2	-2	7	-4
COCCCN1C(=O)C(=O)/C(=C(/O)c2ccc(S(=O)(=O)N3CCCCC3)cc2)C1c1ccc(F)cc1 (stereo not drawn)	-12	-15	6	2	-12	10	4	1
CCCOc1ccc(-c2nc[nH]c2[N+](=O)[O-])cc1	-5	1	2	-2	-5	0	-2	-2
CCOCc1nc(N)[nH]c(=O)c1Cc1ccc(OC(C)C)cc1	-1	2	6	3	1	-19	-5	-5
Oc1ccc(N=Cc2ccc(OCc3ccccc3)cc2)cc1	-18	-2	-17	5	-5	-19	-19	5
COc1ccccc1-n1c(CCC(=O)O)ccc1-c1ccccc1	7	3	17	-2	1	-5	-7	-2
Cc1ccc(S(=O)(=O)NC2c3cccc4cccc(c34)C2Sc2nc(C)cc(C)n2)cc1 (stereo not drawn)	0	6	4	3	-10	-1	0	-2
Cc1noc(C)c1CSCC(=O)Nc1ccccc1N1CCCCC1	11	x	8	x	0	x	0	-5
COc1cccc2cc(C(=O)N3CCN(c4ccc(C)cc4C)CC3)c(=O)oc12	47*	3	14	-12	4	-14	0	3
COc1ccc(NC(=O)CN(C)CC(=O)Nc2cccc(S(=O)(=O)N(C)c3ccccc3)c2)cc1	8	-3	-4	-7	5	16	4	1
Cc1onc(-c2ccccc2)c1C(=O)Nc1cccc(S(=O)(=O)N2CCCCC2)c1	15	4	5	-9	4	15	1	-4
CCN1/C(=C2\C(=O)N(C)C(=S)N2C)C=Cc2cc(C)ccc21	-10	13	25	10	-308	40	11	-2
CC(=O)N1[C@H](Cc2ccccc2)C=C[C@]1(C)C(=O)NCCc1c[nH]c2ccccc12	3	1	13	2	9	18	-2	-3
CCOC(=O)COc1ccc2c(c1)C(=O)CC(C)(c1cccnc1)O2 (stereo not drawn)	3	-1	3	-4	4	-7	3	-2
COc1ccc(NC(=O)CSc2nc3c(c(=O)n(C)c(=O)n3C)n2C)c(OC)c1	4	4	-9	-3	4	10	-7	0
CC(c1ccco1)N(C(=O)c1ccccc1NS(=O)(=O)c1cc([N+](=O)[O-])ccc1Cl)c1ccccn1 (stereo not drawn)	-18	3	-35	-10	-7	11	-10	2
CCCCCc1n[nH]c2c1CCCC2	5	-4	-7	-2	4	6	-2	-2
Cc1ccc(C(=O)N(c2ccccc2)C2CC(C)N(C(=O)c3ccco3)c3ccccc32)cc1 (stereo not drawn)	15	7	6	-14	1	25	20	-3
C=CCOc1ccccc1/C=C/C(=O)O	3	1	-7	3	-6	-15	1	1
COc1ccc(CCNC(=O)CNC(=O)c2ccccc2Br)cc1OC	1	-10	0	-7	5	6	-2	-1
